From PubChem
RORgamma inh – inhibitors of mouse ROR gamma transcriptional activity; actives 5.4% (n = 310,000); P51450; Potency, µM (series often up to 53.6 µM), without a hit: at the top dose activity change, negative = inhibition, actives largely listed as inhibitors; Drosophila S2 Gal4-RORgamma UAS-luciferase reporter, 20 h; note: potency is the fitted concentration of half-maximal effect; % is set by controls: 0 for no effect and ±100 for the full control effect; nearly all actives have a fitted effect of over 60% in size
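Luminescence from a UAS-regulated Photinus luciferase reporter in stably transfected Drosophila Schneider cells is measured; decreased signal marks ROR gamma inhibition. Fusion expression is induced by 700 uM copper sulfate for 20 hr.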
uPA generation – cell surface uPA generation inhibition. actives 0.31% (n = 330,000). Potency, µM (top dose mostly 38.3 µM), for inactives: at the top dose activity change, negative = inhibition, most hits filed as inhibitors. cell surface uPA generation assay, qHTS; active = well fitted inhibition curve with a large enough effect; inconclusive = small, poorly fitted or top-dose-only effect; inactive = no such curve, though single readings can be large or run the other way; tested in mouse RAW 264.7 cells; note: potency is the fitted concentration of half-maximal effect; % is set by controls: 0 for no effect and ±100 for the full control effect; nearly all actives have a fitted effect of over 55% in size
Gal4-VP16 FLuc – Gal4-VP16 reporter inhibition counter-screen. Drosophila S2 Gal4-VP16 UAS-luciferase, luminescence, 20 h. Potency, µM (doses to about 53.6 µM), for inactives: top-dose activity, negative = inhibition, most hits filed as inhibitors. actives 3.5% (n = 310,000). AID 2546;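 note: Gal4-VP16 expression switched on by copper sulfate through the metallothionein promoter; potency is the fitted concentration of half-maximal effect; % is set by controls: 0 for no effect and ±100 for the full control effect; nearly all actives have a fitted effect of over 50% in size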
Rab9 promoter act – activators of Rab9 promoter. actives 2.8% (n = 320,000). Potency, µM (highest dose often 9.22 µM), for the others: at the highest dose activation, negative = inhibition, actives largely listed as activators. Huh7 Rab9 promoter-luciferase reporter, luminescence, 24 h; note: potency is the fitted concentration of half-maximal effect; % of control where 0% means no effect; nearly all actives have a fitted effect of over 60% in size
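Cells were plated at 1500 per well in reduced-serum medium with 10% FBS and left 2 h. Compound in DMSO was then added for 24 h at 37 °C. Reporter signal was read by luminescence after 10 min with luciferase detection reagent.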
ELG1 genotoxic – genotoxicity induction in ELG1-luciferase HEK293T cells; Potency, µM (titrated, usually from 46 µM), for the others: at the top dose activity change, positive = activation, usual class: activators; AID 504466; actives 1.3% (n = 330,000); HEK293T ELG1-luciferase reporter, luminescence, 16 h; note: potency is the fitted concentration of half-maximal effect; % of control where 0% means no effect; nearly all actives have a fitted effect of over 60% in size
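Screening used a luciferase reporter fused to human ELG1 in HEK293T cells. Luminescence was read on a CCD plate imager after 16 hr exposure and 30 min ONE-Glo incubation.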
Coupling enz – counter-screen for Giardia aldolase inhibitors: coupling enzyme system | activity change, negative = inhibition, % at 58.2 µM, hits read low | actives 0.67% (n = 290,000) | coupling enzyme system counterscreen, AmpLite Red fluorescence | AID 2472; in the data active = activity change below about -30%; note: % is set by controls: 0 for no effect and ±100 for the full control effect
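Compounds tested against the coupling enzymes alone at 57.5 uM final; readout was AmpLite Red fluorescence (525/598 nm) after 20 min at RT.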
NPC1 prom act – activators of NPC1 promoter; Potency, µM (doses to about 9.22 µM), for inactives: at the top dose activation, most hits filed as activators; actives 2.4% (n = 320,000); AID 485313; Huh7 NPC1 promoter luciferase reporter, 24 h;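 note: potency is the fitted concentration of half-maximal effect; % of control where 0% means no effect; nearly all actives have a fitted effect of over 60% in size; reporter is driven by a mutant NPC1 promoter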
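NPC1 promoter–luciferase Huh7 cells; 24 h compound; luminescence.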
KCNH2 3.1 inh – blocks the human KCNH2 3.1 channel isoform; activity change, % (tested at about 1.8 µM); actives 0.95% (n = 340,000); U2OS KCNH2 3.1, thallium flux FluxOr; hits give low values; AID 720553;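 active = maximum activity change below -70%; inconclusive = maximum activity change from -70% to -50%; inactive = maximum activity change above -50%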;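 note: thallium influx rate constant from kinetic fluorescence after stimulation buffer; % is set by controls: 0 for no effect and ±100 for the full control effect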
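FluxOr-based Tl+ influx in U2OS cells transduced with KCNH2 3.1 virus; rate constants normalized to DMSO controls.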
Tb PFK block – T. brucei PFK enzyme inhibition. T. brucei PFK, ADP-Glo luminescence. actives 0.17% (n = 330,000). O15648. Potency, µM (doses to about 57.5 µM), without a hit: at the highest dose activity, negative = inhibition, usual class: inhibitors. AID 485367;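 note: potency is the fitted concentration of half-maximal effect; 0% = uninhibited 1x PFK enzyme wells and -100% = no-enzyme wells; nearly all actives have a fitted effect of over 60% in size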
Target sequence (O15648 whole entry, looked up): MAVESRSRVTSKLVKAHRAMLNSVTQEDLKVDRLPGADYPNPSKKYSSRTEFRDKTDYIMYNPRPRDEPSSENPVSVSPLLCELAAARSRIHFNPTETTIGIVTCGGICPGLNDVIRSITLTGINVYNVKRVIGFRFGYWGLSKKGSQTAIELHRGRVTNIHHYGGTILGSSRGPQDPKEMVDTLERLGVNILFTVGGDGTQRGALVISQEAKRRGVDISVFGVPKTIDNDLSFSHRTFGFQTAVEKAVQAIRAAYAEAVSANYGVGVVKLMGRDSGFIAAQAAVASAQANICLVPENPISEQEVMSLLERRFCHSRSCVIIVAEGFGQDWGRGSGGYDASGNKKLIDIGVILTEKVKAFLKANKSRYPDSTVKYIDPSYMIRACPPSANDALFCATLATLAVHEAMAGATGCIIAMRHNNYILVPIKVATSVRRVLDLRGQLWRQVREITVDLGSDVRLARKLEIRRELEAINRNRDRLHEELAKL
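Compounds were pin-transferred as a titration series up to 57 uM into substrate buffer (0.5 mM F6P, 0.1 mM ATP, pH 8.0), then 1.25 nM PFK was added and reactions ran 45 min before ADP-Glo detection.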
FLuc counter – firefly luciferase modulation, counter-screen for miR-21 project | P08659 | purified FLuc, Km substrates, luminescence inhibition | Potency, µM (titrated, usually from 57.5 µM), inactives show at the highest dose activity change, negative = inhibition, actives largely listed as inhibitors | actives 6.9% (n = 360,000) | AID 588342;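 note: potency is the fitted concentration of half-maximal effect; plate controls were vehicle for no effect and reference inhibitor for full effect; nearly all actives have a fitted effect of over 55% in size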
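Purified P. pyralis luciferase (10nM final) with 10uM D-luciferin and 10uM ATP (Km levels) in 50mM Tris acetate pH 7.5, 10mM Mg acetate, 0.01% Tween-20, 0.05% BSA; qHTS 6-point titration, ~60 µM downward; luminescence read.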
Giardia killer – kills Giardia lamblia | actives 0.15% (n = 340,000) | Giardia lamblia trophozoite viability | activity change, % at 7.66 µM, hits read low; in the data active = activity change below about -80%; inconclusive = between about -30% and that limit;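 note: parasites exposed to compound for two days anaerobically before the ATP read; % is set by controls: 0 for no effect and ±100 for the full control effect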
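Anaerobic 48 hrs incubation at 37 deg C of 100 trophozoites/well with test compounds; ATPLite 1-Step luminescence, 15-30 min RT, reports cellular ATP as viability.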
Numbers without * were called inactive; ? = inconclusive; / = no result given; [ ] = another dose, or the depositor's remark. Unless noted, calls come from the whole dose curve; as a rule, active = well fitted curve in the direction sought with a large enough effect; inconclusive = small, poorly fitted or top-dose-only effect, or another doubt; inactive = no such curve, though single readings can be large; an effect the other way counts as inactive or inconclusive. Compounds as they come (roughly 14% active in at least one column).

SMILES	Tb PFK block	KCNH2 3.1 inh	NPC1 prom act	Coupling enz	Rab9 promoter act	Gal4-VP16 FLuc	uPA generation	Giardia killer	ELG1 genotoxic	FLuc counter	RORgamma inh
COc1ccc(C/C(O)=C(\C#N)c2nc3ccccc3[nH]2)cc1OC	1%	-10	3%	2	-2%	-20%	3%	3	-6%	-4%	11µM*
O=C(c1ccco1)N1CCN(C(=O)c2sccc2-c2ccccc2)CC1	2%	-14	1%	0	-1%	-3%	/	-22	11%	2%	?
CCCCNc1ccc(S(N)(=O)=O)cc1[N+](=O)[O-]	-6%	/	-1%	3	-6%	5%	/	/	5%	1%	43%
S=C(Nc1cccc(Cl)c1Cl)NC1CCN(Cc2ccccc2)CC1	1%	-4	-1%	/	-3%	?	-3%	-20	-13%	0%	-41%
Cc1c(C(=O)N2CCN(C(=O)c3ccccc3)CC2)oc2ccc(F)cc12	0%	-14	-6%	/	2%	/	-6%	-3	-1%	5%	/
CN1CCN(c2nc(-c3ccccc3)nc3c2oc2ccccc23)CC1	0%	13	-7%	2	-6%	4%	10%	5	2%	7%	-23%
CC(C)c1ccc(/C=C2\SC(=O)N(CC(=O)NC3C=CS(=O)(=O)C3)C2=O)cc1 (stereo not given)	-7%	14	26%	0	23%	4.5µM*	?	-2	5%	1.2µM*	?
Cc1nc2ccccc2n1C1CCN(CC(=O)Nc2ccccc2Br)CC1	3%	-91*	-6%	1	-7%	?	0%	-3	-9%	-2%	-13%
CC1CCCN(CCOCCOc2ccccc2-c2ccccc2)C1 (stereo not given)	0%	-35	-4%	1	-3%	-19%	-2%	5	-7%	-1%	1%
Cc1nc(/C=[N+](\[O-])C(C)(C)/C=N/O)n(O)c1C	-1%	-5	0%	0	1%	-5%	0%	6	0%	0%	-12%
Cc1ccc(C)c(S(=O)(=O)NC(CCC(N)=O)C(=O)O)c1 (stereo not given)	1%	6	1%	3	4%	0%	-3%	-12	-1%	0%	-8%
O=C1NC(SCCCF)=N/C1=C/c1ccc(-n2cncn2)cc1	0%	9	2%	9	1%	-11%	-1%	11	5%	0%	7%
CCOCc1cc(C2NC(=O)NC(C)=C2C(=O)OCC)ccc1OC (stereo not given)	-1%	-1	-1%	-3	4%	-16%	4%	-1	0%	1%	30%
CC(=O)Nc1ccc(NC(=O)C2CCCCC2C(=O)O)cc1 (stereo not given)	-1%	2	-1%	-6	-3%	1%	-2%	4	1%	1%	-9%
CCOc1ccc(CCNC(=O)COC(=O)COc2ccc(Cl)cc2)cc1OCC	-1%	13	-2%	/	2%	/	-10%	6	1%	4%	/
COC(=O)c1[nH]c2cc(OC)c(OC)cc2c1NC(=O)c1cccc(OC)c1	3%	13	15%	3	13%	-4%	-7%	-3	-1%	5.4µM*	19%
CCOc1ccc(CN2CCCC(N3CCN(c4ccc(OC)cc4)CC3)C2)cc1 (stereo not given)	1%	-16	-5%	3	-6%	-4%	3%	57[activator]	-6%	0%	-20%
N/C(=N\c1nc2c(c(=O)[nH]1)CCC2)Nc1ccccc1	-4%	-10	-1%	-1	1%	-3%	1%	-11	6%	4%	-11%
CC(NC(=O)COC(=O)CCc1ccc(S(=O)(=O)N2CCOCC2)cc1)C1CC2CCC1C2 (stereo not given)	5%	3	-1%	2	-6%	-18%	3%	9	-1%	0%	-18%[10 µM]
COc1cccc(CNC(=O)c2ccc(C)c(S(=O)(=O)N3CCOCC3)c2)c1	-4%	-2	-4%	/	-14%	/	4%	-16	0%	-1%	/
O=S(=O)(c1ccc(Cl)cc1)N1CCC(O)(c2cccnc2)CC1	0%	-13	0%	-2	-1%	-3%	-2%	-5	2%	1%	29%
C/C(N)=C(/C#N)C(=O)COC(=O)c1cc(-c2ccccc2)nc2ccc(Br)cc12	1%	/	-6%	1	-3%	-7%	/	/	-2%	?	-11%
COc1ccc(C(=O)OCC(=O)N2CCOCC2)cc1S(=O)(=O)N1CCOCC1	-2%	6	-3%	/	-4%	/	8%	6	1%	-1%	/
COc1ccc(N2CCN(c3ccc(Cl)nn3)CC2)cc1	0%	-10	-2%	4	0%	1%	4%	-15	2%	-15%	?
Cc1nc(Cc2nnc(SC(C)C(=O)N3c4ccccc4NC(=O)C3(C)C)o2)cs1 (stereo not given)	1%	8	-2%	/	0%	/	8%	10	-2%	4%	/
O=C(Nc1cccnc1)c1ccc(S(=O)(=O)N2CCCCCC2)cc1	6%	-2	6%	-3	-1%	-7%	8%	-7	-2%	1%	33%
Cc1c(NS(=O)(=O)c2ccc(Cl)c(C(=O)OC(C)C(=O)N3CCOCC3)c2)c(=O)n(-c2ccccc2)n1C (stereo not given)	4%	4	-5%	0	-5%	-4%	8%	13	3%	1%	-8%
CCC(=O)NC1=C(Cl)C(=O)C(NC(=O)CC)=C(Cl)C1=O	?	-4	3%	-90*	-4%	7.1µM*	7%	-6	1%	5.4µM*	2.8µM*
COc1ccc(C(=O)OCC(=O)c2cc(OC)ccc2OC)c(OC)c1	-1%	-28	2%	0	0%	1%	-6%	0	1%	?	28%
Nc1cc(=O)[nH]c(SCc2nnc(-c3ccccc3)o2)n1	1%	6	7%	-1	2%	3%	-2%	3	5%	2%	32%
O=C(NCCc1cn2ccsc2n1)C1CCCCC1	-7%	-15	-3%	2	-3%	-17%	-1%	8	0%	3%	22%
Cc1ccc(NS(=O)(=O)c2ccc3[nH]c(=O)[nH]c3c2)c(C)c1	4%	8	-9%	0	-4%	4%	4%	10	0%	-2%	0%
Cc1ccc(S(=O)(=O)Nc2ccccc2CNc2ncc(Br)cc2Br)cc1	-2%	-94*	-1%	1	3%	?	2%	3	-5%	2%	43%
CCCN(CC(=O)Nc1ccccc1C)C(=O)c1ccc(-c2ccc(C(C)=O)cc2)o1	-2%	15	6%	/	12%	/	-2%	2	-10%	-8%	/
O=C(CC12CC3CC(CC(C3)C1)C2)NCc1ccc(F)cc1	2%	3	-7%	-1	2%	-9%	5%	8	-6%	2%	-3%
Cc1ccccc1CS(=O)(=O)Cc1ccc(C(=O)NCCCN2CC(C)CC(C)C2)o1 (stereo not given)	-6%	-29	-8%	0	0%	-1%	-1%	-15	-18%	2%	1%

5 entries drawn at random from those above, as already listed:
SMILES	Tb PFK block	KCNH2 3.1 inh	NPC1 prom act	Coupling enz	Rab9 promoter act	Gal4-VP16 FLuc	uPA generation	Giardia killer	ELG1 genotoxic	FLuc counter	RORgamma inh
COC(=O)c1[nH]c2cc(OC)c(OC)cc2c1NC(=O)c1cccc(OC)c1	3%	13	15%	3	13%	-4%	-7%	-3	-1%	5.4µM*	19%
O=C(Nc1cccnc1)c1ccc(S(=O)(=O)N2CCCCCC2)cc1	6%	-2	6%	-3	-1%	-7%	8%	-7	-2%	1%	33%
COc1ccc(C(=O)OCC(=O)c2cc(OC)ccc2OC)c(OC)c1	-1%	-28	2%	0	0%	1%	-6%	0	1%	?	28%
CC(C)c1ccc(/C=C2\SC(=O)N(CC(=O)NC3C=CS(=O)(=O)C3)C2=O)cc1 (stereo not given)	-7%	14	26%	0	23%	4.5µM*	?	-2	5%	1.2µM*	?
Cc1ccc(S(=O)(=O)Nc2ccccc2CNc2ncc(Br)cc2Br)cc1	-2%	-94*	-1%	1	3%	?	2%	3	-5%	2%	43%
